# S3 lipid droplet: qHTS Assay for Lipid Storage Modulators in Drosophila S3 Cells. Drosophila S3 cells, BODIPY lipid droplet fluorescence, 18-24 h; cells fed with added oleic acid. lipid storage change, negative = inhibition, % at the top dose, mostly 46.1 µM; hits show Potency in µM. 320,000 compounds, 0.64% hits. AID 2685, 2010; active means well fitted inhibition curve with a large enough effect in the signal ratio, with a control signal flat, not every such curve was filed as active; inconclusive means small, poorly fitted or top-dose-only effect, or effect the other way, or a change in a side signal; the % refers to the signal ratio
#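 Laser-scanning cytometry quantifies lipid droplet accumulation (500–530 nm total intensity; droplet/cell object ratio) in oleic acid-fed (400 uM added) Drosophila S3 cells treated with a concentration series. 20 uM Triacsin C defined 100% inhibition.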
# S3 lipid droplet cell count max: recorded beside S3 lipid droplet, whose call it bears; cell number change, %; measured here: cell count max response;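 cells counted by Cell Tracker Red CMTPX staining in the red channel; peak over a dose series mostly up to 46.1 µM; percent activity relative to internal control wells on each plate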
# * hit, by the source's call; i = inactive; u = inconclusive; x = not tested or not shown. On the % scale 0 is the no-effect control and ±100 the full control effect; potency means the concentration at half of the fitted maximal effect. A portion of the library. The share of hits here may be higher or lower than overall.
S3 lipid droplet,S3 lipid droplet cell count max,SMILES
u,x,COC(=O)c1c(NC(=O)C2CC(=O)NN2Cc2ccccc2)sc(C)c1C (stereo unspecified)
u,x,CC(=O)Oc1c(C)c(OC(C)=O)c2c(c1C(C)=O)OC1CC(=O)C(C(C)=O)=C(O)C21C (stereo unspecified)
u,x,CC(=O)Nc1ccc(S(=O)(=O)N(C)CC(=O)N/N=C/c2ccncc2)cc1
-14%,11,O=C(CCc1ccc(Oc2cc([N+](=O)[O-])cc([N+](=O)[O-])c2)cc1)N1CCCCCC1
-14%,3,CC1CN(C(=O)c2ccc(NS(=O)(=O)c3ccc(F)cc3)cc2)CC(C)O1 (stereo unspecified)
-11%,-5,Cc1cc(-c2ccccc2)nc(N(C)NC(=O)C2CC2)c1S(C)(=O)=O
u,x,O=C(NC(=S)Nc1cc(S(=O)(=O)N2CCOCC2)ccc1N1CCOCC1)c1ccco1
i,-7,Cc1ccc2nc(-c3ccc(NC(=O)COC(=O)c4ccc(=O)[nH]c4)cc3)sc2c1
u,x,CCn1c(C(=O)N2CCCC(C(=O)NCCCc3ccccc3)C2)cc2sccc21 (stereo unspecified)
i,x,COc1cccc(N(CC(=O)NCCSc2ccccn2)S(C)(=O)=O)c1

# Additional compounds:
S3 lipid droplet,S3 lipid droplet cell count max,SMILES
-15%,x,COc1ccc(C2CC(c3ccccc3)=NN2c2ccc(S(N)(=O)=O)cc2)cc1OC (stereo unspecified)
i,-17,CC1CCCC(C)N1C(=O)CSc1nc(N)cc(N)n1 (stereo unspecified)
-2%,-13,Cc1ccc(N2CN(Cc3cccnc3)CNC2=S)c(C)c1
u,x,CCn1cc(C(=O)N2CCCC2)c(=O)c2cc(S(=O)(=O)N(C)C)ccc21
13%,16,O=C(C1=COCCO1)N1CCN(S(=O)(=O)c2cccc(Br)c2)CC1
i,x,CCOC(=O)c1[nH]c(C)c(CCC(=O)OC)c1C
-34%,-11,CC(=O)OC1CC(C)(C)N(OC(=O)c2ccc(N)cc2)C(C)(C)C1
3%,-4,COc1cccc(C(=O)Nc2nnc(S(=O)(=O)N3CCCCC3)s2)c1
7%,x,CCCn1c(SCC(=O)c2c(C)[nH]c(C)c2C(=O)OCC)nc2ccccc21
8%,-6,Cc1nn(Cc2ccc(Cl)cc2Cl)c(C)c1NC(=O)c1ccc(COc2cc(Cl)ccc2Cl)o1

# New compounds follow.
S3 lipid droplet,S3 lipid droplet cell count max,SMILES
-5%,7,CCCn1c(N2CCN(Cc3cccc(C)c3)CC2)nc2c1c(=O)[nH]c(=O)n2C
-4%,-2,Cc1ccc(S(=O)(=O)N(CCO)Cc2ccccc2)cc1
u,x,COc1ccccc1NC(=O)N(Cc1ccco1)Cc1cc2cc(C)cc(C)c2[nH]c1=O
-9%,-10,Cc1nc2ccc(S(=O)(=O)NCC(=O)N(C)Cc3ccco3)cc2s1
u,x,O=[N+]([O-])C(=C1NCCN1)C(Cl)=C(Cl)Cl
u,x,Cc1ccc(CN(C)C(=O)CN2C(=O)NC(c3ccccc3)(c3ccccc3)C2=O)c(C)c1
5%,0,CCCc1cc(=O)oc2c(CN3CCN(C)CC3)c(O)c(Cl)cc12
-6%,-8,Cc1cc(C)c(S(C)(=O)=O)c(Sc2ccc(Cl)cc2)n1
i,3,CCn1cc(C(=O)N(C)CC(OC)OC)c(=O)c2cc(S(=O)(=O)N3CCOCC3)ccc21
u,x,O=C(COC(=O)c1ccccc1Br)NCc1ccccc1

# (listing goes on)
S3 lipid droplet,S3 lipid droplet cell count max,SMILES
u,x,CSc1ccc(CN2CCN(Cc3ccccc3)C(CCO)C2)cc1 (stereo unspecified)
-15%,-8,O=C(O)c1ccccc1CSc1nc2ccccc2o1
3%,13,COC(=O)COc1ccc2c(=O)c(-c3ccccc3OC)coc2c1
-8%,9,Cc1cc(C)n(-c2cc(N3CCN(S(=O)(=O)c4ccc(C)c(C)c4)CC3)ccc2[N+](=O)[O-])n1
u,x,CC1CCCN(C(=O)C2CCN(c3nc(-c4ccccc4)nc4c3CCC4)CC2)C1 (stereo unspecified)
-9%,x,Clc1ccc(-c2nc(NCCCN3CCOCC3)c3ccccc3n2)cc1
i,x,Cc1ccccc1S(=O)(=O)Cc1ccc(C(=O)NCCN2CCN(Cc3ccccc3)CC2)o1
u,x,Cn1cc(/C=C/c2cc[n+](C)cc2)c2cc(Cl)ccc21
u,x,CC(NC(=O)c1ccccc1)c1nnc(SCC(=O)Nc2nnc(C3CC3)s2)n1C (stereo unspecified)
u,x,CC12CC(NC(=O)N1c1cccc(C(=O)Nc3ncn[nH]3)c1)c1ccccc1O2 (stereo unspecified)

# (cont.)
S3 lipid droplet,S3 lipid droplet cell count max,SMILES
u,x,COc1cccc(CN(C)CC(=O)Nc2cc3oc4ccccc4c3cc2OC)c1
i,8,O=C(COc1ccc2c3c(c(=O)oc2c1)CCC3)NCC(O)c1ccccc1 (stereo unspecified)
u,x,Cc1cc(C(=O)NN)n[nH]1
u,x,COc1cccc(OCCn2cc(/C=N/NC(=O)c3ccncc3)c3ccccc32)c1
u,x,Cc1cccc(NCc2nc3ccccc3n2Cc2ccccc2)c1
8%,0,COC(=O)c1cc2c(ccn2-c2ccc(F)cc2)n1C(C)C
u,x,Cc1ccc(C(C(=O)NC(C)(C)C)N(C(=O)CCC(=O)Nc2ccccn2)c2ccccc2F)cc1 (stereo unspecified)
6%,7,CN(Cc1ccccc1)C(=O)c1nc2ccccn2c1CN1CCCC1c1nccs1 (stereo unspecified)
9%,-1,Cc1ccc2[nH]c(C)c(CCNC(=O)c3cc4cc([N+](=O)[O-])ccc4oc3=O)c2c1
-10%,x,O=c1c2ccccc2c(-c2ccc(F)cc2)nn1-c1ccc(C(F)(F)F)cc1

# The list continues.
S3 lipid droplet,S3 lipid droplet cell count max,SMILES
u,x,COc1cc(CNc2ccc3c(c2)OCCO3)ccc1OCC(N)=O
4%,-11,CC(C)(C#N)Nn1cnnc1
-1%,-1,O=C(CNC(=O)C1CCCCC1)NNC(=O)c1ccccc1Br
i,2,CCOC(=O)N1CCN(CCCc2ccccc2)CC1
i,11,CCOC(=O)CC(N)c1ccc(OC)cc1 (stereo unspecified)
1%,7,COc1ccc(NC(=S)N(CCCN2CCCCCC2)Cc2cccs2)cc1
0%,-1,COc1ccc(NC(=O)CCCn2cnc3ccccc3c2=O)cc1
6%,2,O=C(COC(=O)CSc1cc(Cl)ccc1Cl)Nc1ncc(C(F)(F)F)cc1Cl
u,x,O=C(CSC1=NCCS1)Nc1nc2c(s1)CCCC2
u,x,CCCCN(C(=O)C1CCC1)c1c(N)n(Cc2ccccc2)c(=O)[nH]c1=O

# More structures follow:
S3 lipid droplet,S3 lipid droplet cell count max,SMILES
i,-32,CCCCCCNS(=O)(=O)c1ccc(Cl)s1
u,x,Cc1ccc(S(=O)(=O)NCC(=O)N/N=C/c2ccc(Cl)cc2)cc1
u,x,Clc1ccc2nc3c4ccccc4cnn3c2c1
u,x,O=C(Nc1ccnn1C1CCN(CC2CC=CCC2)CC1)c1ccccc1Cl (stereo unspecified)
u,x,O=C(NNC(=O)c1ccccc1C(=O)O)c1ccc(S(=O)(=O)N2CCCCC2)cc1
u,x,CN1CCN(S(=O)(=O)c2ccc(Oc3cccc(C(F)(F)F)c3)nc2)CC1
-11%,-23,c1cc2c(cc1-c1csc(NNC3=NCCCCC3)n1)OCCO2
u,x,Cn1c(SCc2nc3cc(C(=O)O)ccc3c(=O)[nH]2)nnc1C(F)(F)F
u,x,COCc1cc(C)nc(SCC(=O)Nc2ccc3[nH]c(=O)[nH]c3c2)c1C#N
u,x,COc1ccc(NC(=O)c2c(NC(=O)CCC(=O)O)sc3c2CCCCC3)cc1

# Later entries.
S3 lipid droplet,S3 lipid droplet cell count max,SMILES
i,x,CC1=CS(=O)(=O)CC1Sc1nc2ccccc2[nH]1 (stereo unspecified)
7%,11,COc1ccc([N+](=O)[O-])cc1N(CC(=O)NCCC1=CCCCC1)S(C)(=O)=O
u,x,O=C(COC(=O)C1C2CC3OC(=O)C1C3C2)Nc1ccccc1 (stereo unspecified)
u,x,O=C1C2C(C(=O)N1c1ccncc1)C1C=CC2C12CC2 (stereo unspecified)
u,x,COc1cc2c(cc1NC(=O)c1cccnc1)oc1ccccc12
-9%,5,COC(=O)CN(c1ccccn1)S(=O)(=O)c1ccccc1
2%,-18,CC(C)(C)c1ccc(/C=C/C(=O)N2CCc3ccccc3C2)cc1
12%,0,COC(=O)CCn1nc(-c2ccc(Cl)cc2)c2ccccc2c1=O
2%,22,COc1ccc(C(=O)CN2C(=O)NC(C)(c3ccc(C)cc3)C2=O)cc1OC (stereo unspecified)
-7%,7,O=C(CCc1nnc(CCCc2ccccc2)o1)NCCN1CCOC1=O

# The list goes on:
S3 lipid droplet,S3 lipid droplet cell count max,SMILES
-7%,10,COc1ccc(C2(C)NC(=O)NC2=O)cc1OC (stereo unspecified)
u,x,CCCNS(=O)(=O)c1ccc(OCC(=O)N(C)Cc2ccccc2)cc1
u,x,Cc1ccc(NC(=O)CO/N=C(\N)c2nonc2N)cc1
-4%,7,CCN(C(=O)c1cccc(S(=O)(=O)N2CCCCC2)c1)C1CCS(=O)(=O)C1 (stereo unspecified)
u,x,O=C1CCCc2[nH]nc(-c3cccnc3)c21
i,15,CCSc1oc(-c2ccco2)nc1S(=O)(=O)c1ccc(C)cc1
u,x,COc1cc(NC(=O)CCc2nnc3ccc(NCc4ccco4)nn23)cc(OC)c1
-6%,0,O=C(CN1C(=O)NC2(CCCCC2)C1=O)Nc1cccc(S(=O)(=O)N2CCOCC2)c1
26%,-2,Cc1ccc(C(=O)Nc2ncc(Cc3ccccc3)s2)o1
u,x,COc1ccc(CCNC(=O)c2ccc3c(c2)N(Cc2ccc(C)cc2)CCS3)cc1OC

# Next section.
S3 lipid droplet,S3 lipid droplet cell count max,SMILES
u,x,COc1ccc(S(=O)(=O)NC2CCCC2)c(OC)c1
u,x,Cc1ccc(NC(=O)COC(=O)C2CCC(=O)N2)c([N+](=O)[O-])c1 (stereo unspecified)
u,x,CC(C)N1CCc2c(sc(NC(=O)c3ccc(S(=O)(=O)N4CCCCC4C)cc3)c2C(N)=O)C1 (stereo unspecified)
u,x,COc1cc(CC(=O)Nc2cccc(SC)c2)cc(OC)c1OC
-1%,7,CCCCN(CCCC)C(=S)NC(=O)c1ccccc1Cl
u,x,O=C(COC(=O)C1CCN(S(=O)(=O)c2cccc3cccnc23)CC1)c1ccc([N+](=O)[O-])cc1
u,x,COc1ccc(C2CC(=O)C3=C(C2)Nc2ccccc2N(C(=O)CCC(=O)O)C3c2ccc(F)cc2)cc1 (stereo unspecified)
u,x,CC(C)C(NC(=O)c1ccc(C(C)(C)C)cc1)C(=O)N1CCCC1 (stereo unspecified)
u,x,Cc1ccccc1NC(=S)Nc1ccc2cn[nH]c2c1
u,x,CCOC(=O)c1c(NC(=O)Cn2nc(C(=O)O)c3ccccc3c2=O)sc(C)c1C

# Continued.
S3 lipid droplet,S3 lipid droplet cell count max,SMILES
u,x,Cc1noc(C)c1CSc1ncnc2sc3c(c12)CCC3
22%,-2,COC(=O)C(C)(C)ONC(=O)Nc1ccccc1[N+](=O)[O-]
u,x,Cc1ccc(C(=O)OCn2ncc(Cl)c(Cl)c2=O)cc1
u,x,CC1CCCCC1NC(=O)/C(C#N)=C/c1ccccc1F (stereo unspecified)
4%,-12,COC(=O)c1[nH]c(C)c(/C(O)=C2\C(=O)C(=O)N(CCN(C)C)C2c2ccco2)c1C (stereo unspecified)
3%,-19,CN(CC(=O)Nc1ccccc1Cl)C(=O)COC(=O)C1CCN(c2ccc(C(F)(F)F)cn2)CC1
u,x,Cn1nc(C(=O)N2CCCCC2)c2c1-c1ccccc1S(=O)(=O)C2
u,x,COc1ccc(C2C(C#N)=C(N)OC3=C2C(=O)CC(C)(C)C3)cc1 (stereo unspecified)
u,x,Cc1nc2ccccc2c(=O)n1/N=C/c1ccco1
-3%,23,Cc1nn(Cc2ccc(Cl)cc2)c(C)c1NC(=O)c1ccc([N+](=O)[O-])cc1

# The results go on:
S3 lipid droplet,S3 lipid droplet cell count max,SMILES
u,x,CCOC(=O)C1(CCCc2ccccc2)CCN(C(=O)COC)CC1
u,x,COc1cccc(NS(=O)(=O)c2ccc(-c3coc(C)n3)cc2)c1
u,x,Cc1cc(C)c(NC(=O)c2ccc3nccnc3c2)c(C)c1
-5%,8,CN1C(C(=O)Nc2ccccn2)=C(O)c2sc(Cl)cc2S1(=O)=O
u,x,CC(C)c1ccc(CNn2cnnc2)cc1
4%,3,COc1c(C)cc(Br)cc1C(=O)NCc1cccnc1

# Source: PubChem BioAssay (National Center for Advancing Translational Sciences (NCATS))
